# M17LAP inhibition = P. falciparum M17LAP inhibitors, primary screen, biochemical, fluorogenic H-Leu-NHMec substrate, 1536-well (AID 1619); hit rate 0.38% among 220,000; one-dose inhibition, % at 30 µM; IC50 in µM for titrated hits; recombinant M17LAP, H-Leu-NHMec fluorogenic kinetic assay; higher % means a stronger effect;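 active means compound inhibiting the enzyme by more than half at any dose during confirmatory dose-response retesting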;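 further: plate controls were full reaction with DMSO carrier for no effect and no enzyme background for full effect; strong numbers were not always called active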
# AID2073 = disruptors of CaV2.2 binding to Mint1 – biochemical, HTRF (AID 2073) | inhibition, % at 20 µM, or IC50 in µM where a hit was titrated | hit rate 0.19% among 290,000 | HTRF protein-protein interaction, Mint1-CaV2.2; higher % means a stronger effect; in the data active means inhibition mostly above about 51%, no sharp cut-off; further: some results filed as inactive read as strong as hits
# SIAH1 antagonists = Siah-1 peptide-binding antagonists, primary screen, biochemical, fluorescence polarization, rhodamine-plectin, uHTS (AID 1817). Siah-1 / rhodamine-plectin peptide fluorescence polarization; higher % means a stronger effect. hit rate 0.02% among 290,000. displacement, % at 20 µM, or IC50 in µM where a hit was titrated;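 active means displacement of at least 50% at 20 µM, with a fluorescence ratio check between 0.3 and a set limit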;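 further: plate controls were Siah plus tracer with DMSO for no effect and tracer alone without Siah for full effect; strong numbers were not always called active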
# LYP phosphatase = PTPN22 lymphoid phosphatase activity blockers – biochemical, fluorescence intensity, uHTS (AID 1779). recombinant LYP phosphatase, fluorescence intensity; higher % means a stronger effect. hit rate 0.054% among 290,000. inhibition, % at 11.5 µM, or IC50 in µM where a hit was titrated;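 further: plate controls were vehicle with enzyme for no effect and no enzyme for full effect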
# XIAP antagonists = XIAP antagonists, biochemical, IAP family, fluorescence polarization (AID 1018). XIAP BIR domain, fluorescence polarization peptide displacement; higher % means a stronger effect. displacement, % at 20 µM; hits with a dose series show IC50 in µM. hit rate 0.007% among 200,000; in the data active means displacement above about 50%; further: a part of the inactive calls stands beside numbers as strong as those of hits
# Hep lipid drop = hepatic lipid droplet formation modulation; inhibition, % at 6.5 µM; AML12 mouse hepatocytes, oleate lipid droplets, BODIPY imaging; AID 1656; hit rate 0.4% among 240,000;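 active means lipid droplet intensity inhibited by at least 50%, with more than 500 cells counted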
#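 Test system: AML12 mouse liver cells; schedule: overnight exposure; technique: high-content imaging of BODIPY-stained droplets and DAPI nuclei; read-out: % inhibition of corrected integrated BODIPY droplet signal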
# ER stress rescue = protection against thapsigargin-triggered cell killing – 384-well, CSM14.1, ATP luminescence, primary screen (AID 1222) | 190,000 tested, under 10 active | CSM14.1 thapsigargin-induced death rescue, ATP luminescence; higher % means a stronger effect | cellular ATP content (survival), % at 20 µM, or EC50 in µM where a hit was titrated;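 active means EC50 below 50 µM in the dose-response confirmation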;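 further: death triggered by thapsigargin at about 15 µM added after 2 h compound pretreatment; cell ATP read after overnight thapsigargin exposure of roughly 18 to 22 hours; normalized against plate controls of thapsigargin alone and 5% DMSO vehicle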
# M1AAP inhibition = malaria alanyl aminopeptidase activity blockers – biochemical, fluorogenic H-Leu-NHMec substrate, 1536-well (AID 1445) | recombinant M1AAP, H-Leu-NHMec fluorogenic kinetic assay; higher % means a stronger effect | hit rate 0.42% among 220,000 | one-dose inhibition, % at 30 µM; IC50 in µM for titrated hits;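 active means primary inhibition above the hit cutoff, then over 50% inhibition at one or more dose response concentrations, cut at about 23% in these data, passing the limit was not always enough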;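 further: plate controls were DMSO full reaction for no effect and no enzyme background for full effect; strong numbers were not always called active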
# NOD2 inhibition = NOD2 signaling inhibitors, cell-based, luminescence, uHTS, HEK293 (AID 1566) | HEK293 NOD2/NF-kB luciferase reporter, luminescence; higher % means a stronger effect | inhibition, % at 4 µM; hits with a dose series show EC50 in µM | hit rate 0.63% among 290,000; further: many of its hits are not listed in these tables
# Hep lipid drop cells 6.5 µM = also measured in Hep lipid drop; calls as there; cell count; measured here: cell count, cytotoxicity flag;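 cells counted across two imaged fields per well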
# The depositor's hits bear a star; . = not tested or not shown. Unless noted, no stated cut-off is given here; in the data, active means inhibition above about 50%; inactive means the rest.
# Screens in order – NOD2 inhibition | SIAH1 antagonists | AID2073 | XIAP antagonists | M1AAP inhibition | Hep lipid drop cells 6.5 µM | Hep lipid drop | M17LAP inhibition | LYP phosphatase | ER stress rescue
CSc1cccc(CN2CCCC(CNC(=O)c3ccc(F)cc3)C2)c1 (stereo unspecified)
 : -1.3% | 2.3% | 9.0% | -5.5% | -1.1% | 674 | -11.4 | -1.2% | -3.2% | 0.9%
CN(Cc1ccc(F)cc1)C(=O)C(c1ccccc1)c1ccccc1
 : -30.8% | -1.4% | 1.3% | . | . | 865 | -2.7 | . | -2.4% | .
CCOC(=O)C1=C(CN2CCN(C(=O)c3ccco3)CC2)NC(=O)NC1c1ccc(OC(C)C)cc1 (stereo unspecified)
 : 27.0% | 4.4% | 21.0% | . | . | 659 | 6.0 | . | -11.7% | .
CCC(C(=O)NCc1ccccn1)n1c2ccccc2c2nc(=O)cc(C)n21 (stereo unspecified)
 : 10.9% | 5.8% | 3.4% | . | . | 703 | -10.9 | . | -7.4% | .
COc1cc2ccccc2cc1C(=O)NC(=S)Nc1cccc(C(=O)O)c1
 : -48.0% | 3.9% | 21.5% | 1.9% | 14.8% | 674 | -1.3 | -0.4% | 8.3% | 3.5%
COc1ccc(/C=N/NC(=O)c2cc(-c3cccnc3)nc3ccccc23)c(OC)c1
 : 9.8% | 20.7% | 17.8% | -4.4% | 0.8% | 698 | -5.5 | -7.6% | -2.1% | 1.2%
CCOC(=O)C(=O)N1CCN(c2nc(-c3ccc(Cl)cc3)cs2)CC1
 : 10.7% | 5.5% | 1.4% | . | . | 824 | -6.2 | . | -5.1% | .
CCOC(=O)N1CCC(NC(=O)c2ccc3nc(N4CCOCC4)sc3c2)CC1
 : 16.0% | -2.6% | 10.3% | -4.3% | 0.7% | 695 | -3.7 | -14.3% | -0.7% | 3.8%
COc1cc(C(=O)NCC2(N(C)C)CCCCC2)ccc1OCc1ccccc1
 : -9.6% | 4.7% | 7.3% | . | . | 762 | 41.5 | . | -6.9% | .
O=C(NCCc1ccccc1)C1CC(=O)N(C2CCCC2)C1 (stereo unspecified)
 : -13.6% | -2.7% | 16.6% | . | . | 768 | -5.3 | . | -8.5% | .
COc1ccc(OC)c(NC(=O)c2c3c(nc4ccccc24)CCC3)c1
 : 16.6% | 3.1% | -2.2% | -2.5% | 1.3% | . | . | 4.3% | -1.3% | 4.8%
CC(=O)c1cccc(NC(=O)NCc2ccccn2)c1
 : -57.1% | -1.4% | 3.9% | -2.7% | 2.4% | 712 | 9.5 | 14.7% | -1.4% | -3.2%
COCCN1C(=O)N(c2cccc(OC)c2)C(=O)C1CC(=O)Nc1ccc(Cl)cc1 (stereo unspecified)
 : 8.5% | 4.5% | 14.9% | . | . | 822 | 0.1 | . | -7.0% | .
COc1cc2c(cc1NC(=O)CSc1ccc(Cl)cc1)oc1ccccc12
 : 17.8% | -0.8% | 10.0% | -7.6% | 2.4% | 653 | -11.8 | 11.8% | -8.5% | -2.3%
Cn1c(CSc2ncccn2)nnc1SCC(=O)N1CCCc2ccccc21
 : 2.2% | 0.0% | 5.6% | -5.6% | 5.0% | . | . | 8.0% | -3.3% | 0.2%
Cc1oc2ccc(O)cc2c1C(=O)OC(C)C
 : 6.7% | 1.8% | 1.2% | -1.8% | -2.5% | 689 | 6.9 | -5.4% | -1.6% | -3.6%
Cc1c(NC(=O)c2ccc([N+](=O)[O-])o2)cccc1-c1nc2ncccc2o1
 : 23.0% | -3.7% | 2.3% | . | . | 813 | -6.2 | . | 0.7% | .
Cc1ccc2nc(-c3ccc(NC(=O)CN4C(=O)c5ccccc5C4=O)cc3)sc2c1
 : -70.3% | -0.9% | 15.9% | -15.2% | -3.5% | 659 | -6.6 | 4.6% | -4.0% | -1.6%
O=C(CCc1ccc(O)cc1)c1c(O)cc(O)cc1O[C@@H]1O[C@H](CO)[C@@H](O)[C@H](O)[C@H]1O
 : 6.6% | 5.1% | 10.5% | . | . | 817 | 20.3 | . | -11.3% | .
CCOC(=O)C1CCN(C(=O)c2sc3nc(C)nc(N4CCC(C)CC4)c3c2C)CC1
 : 10.7% | 5.1% | 12.1% | -6.2% | 3.3% | 640 | -9.3 | 10.2% | -0.4% | 1.2%
CCOC(=O)c1[nH]cnc1C(=O)Nc1cccc(N)n1
 : -3.4% | 3.3% | -4.7% | -2.1% | 1.6% | 753 | 3.7 | 4.2% | 1.9% | -0.8%
COc1cccc(NC(=O)N2CCCC2C(=O)NC23CC4CC(CC(C4)C2)C3)c1 (stereo unspecified)
 : 1.1% | -4.7% | 8.0% | . | . | 828 | 12.3 | . | -1.7% | .
O=C(NN1C(=O)C2C3C=CC(C3)C2C1=O)c1cccc(Cl)c1 (stereo unspecified)
 : 2.4% | -1.9% | -5.7% | -1.3% | 1.1% | 772 | -5.2 | -1.9% | -5.1% | -3.9%
O=C(Cc1cccs1)N1CCC(c2nc3c(nnn3Cc3ccccc3Cl)c(=O)[nH]2)CC1
 : 28.8% | 7.1% | -6.4% | -2.8% | 5.1% | . | . | 2.5% | -0.4% | 1.1%
O=C(/C=C/Nc1ccc(F)cc1Br)c1ccccc1
 : -50.3% | 0.6% | -10.1% | -1.1% | 3.3% | 661 | -3.0 | -2.4% | -10.2% | -12.7%
CCc1ccccc1NC(=O)c1ccc(NS(C)(=O)=O)cc1
 : 7.4% | -0.3% | -2.4% | -5.7% | 3.3% | 693 | 0.1 | -0.9% | -10.9% | -1.7%
COC(=O)N/N=C/c1cn(Cc2ccccc2Cl)c2ccccc12
 : 31.1% | 5.5% | -4.9% | -5.3% | 2.5% | 688 | -15.1 | 11.7% | -2.2% | -2.5%
Oc1c(Br)cc(/C=N/Nc2nncc3ccccc23)cc1Br
 : -48.2% | -10.7% | 21.6% | . | . | 848 | 7.7 | . | -3.8% | .
O=C(NCc1cccnc1)C(=O)N/N=C/c1ccc([N+](=O)[O-])cc1
 : 8.9% | 3.5% | -8.5% | -7.8% | 3.2% | 640 | 1.3 | 1.4% | 5.0% | -2.3%
Cc1cc2c(c(N)n1)c(=O)oc1ccccc12
 : -21.6% | -0.7% | 3.0% | -4.0% | 1.7% | . | . | -6.1% | -4.8% | -1.7%
O=C(O)c1ccc(CSc2n[nH]c(-c3ccco3)n2)cc1
 : -2.7% | -2.7% | 9.1% | -7.9% | -0.1% | 743 | 14.4 | 27.0% | -1.6% | -2.6%
CCCN1CCN(C(=O)c2oc3ccccc3c2NC(=O)C2CC2)CC1
 : 16.2% | 16.0% | 1.0% | . | . | 739 | 4.5 | . | -9.8% | .
CCN(CC)CCCNC(=O)c1cn(CC)c2ccc(S(=O)(=O)N(C)C3CCCCC3)cc2c1=O
 : 14.0% | -2.8% | -1.1% | . | . | 689 | 16.0 | . | -12.3% | .
NS(=O)(=O)c1ccc(NC(=O)c2ccc3c(c2)CCCC3)cc1
 : 15.6% | 11.6% | 6.9% | . | . | 648 | -15.7 | . | -11.0% | .
COc1ccc(C(=O)OCCN2CCOCC2)cc1OC
 : 12.6% | 2.5% | -4.7% | -3.6% | -1.1% | . | . | 2.6% | -4.4% | 6.1%
NC(=O)COc1ccc(-c2noc(COc3ccccc3[N+](=O)[O-])n2)cc1
 : -15.3% | 0.4% | 18.2% | -4.6% | 8.4% | 671 | -6.0 | 1.2% | 1.0% | -0.4%
Cc1ccc2oc(C(=O)N3CCN(c4cccc(C)n4)CC3)c(C)c2c1
 : 9.7% | -3.7% | 19.1% | . | . | 798 | -0.3 | . | -3.4% | .
CCN(C(=O)COC(=O)c1cccnc1Nc1ccccc1F)C1CCS(=O)(=O)C1 (stereo unspecified)
 : -11.7% | -4.0% | 6.4% | -4.9% | 1.1% | 679 | 18.6 | 14.2% | -2.5% | -4.7%
CC(C)C[C@H]1C(=O)N2CCC[C@H]2[C@]2(O)O[C@](NC(=O)[C@@H]3C=C4c5cccc6[nH]c(Br)c(c56)CC4N(C)C3)(C(C)C)C(=O)N12 (stereo partly specified)
 : 11.4% | 2.8% | 1.0% | -1.7% | 5.1% | 727* | 53.5* | 11.0% | -1.2% | 14.7%
O=C(Nc1nnc(SCc2ccccc2F)s1)C1=COCCO1
 : -50.2% | -0.7% | 2.4% | . | . | 783 | -1.2 | . | -5.4% | .

# 4 compounds from above, showing only LYP phosphatase, NOD2 inhibition and Hep lipid drop.
smiles	LYP phosphatase	NOD2 inhibition	Hep lipid drop
CCN(CC)CCCNC(=O)c1cn(CC)c2ccc(S(=O)(=O)N(C)C3CCCCC3)cc2c1=O	-12.3%	14.0%	16.0
NS(=O)(=O)c1ccc(NC(=O)c2ccc3c(c2)CCCC3)cc1	-11.0%	15.6%	-15.7
COc1ccc(C(=O)OCCN2CCOCC2)cc1OC	-4.4%	12.6%	.
NC(=O)COc1ccc(-c2noc(COc3ccccc3[N+](=O)[O-])n2)cc1	1.0%	-15.3%	-6.0

# Following part.
# Screens in order – NOD2 inhibition | SIAH1 antagonists | AID2073 | XIAP antagonists | M1AAP inhibition | Hep lipid drop cells 6.5 µM | Hep lipid drop | M17LAP inhibition | LYP phosphatase | ER stress rescue
COc1ccc(S(=O)(=O)Nc2nc3ccccc3nc2NCC2CCCO2)cc1 (stereo unspecified)
 : 20.7% | 8.1% | -0.1% | . | 15.6% | 633 | 18.4 | -1.1% | -3.6% | .
CCOC(=O)C(Sc1nnc(-c2ccncc2)o1)C(C)=O (stereo unspecified)
 : 8.6% | 24.9% | -3.4% | -3.4% | 3.2% | 695 | 28.4 | 7.4% | -2.1% | -2.6%
O=C1NC(CCc2ccccc2)C(=O)N1Cc1ccccc1Cl (stereo unspecified)
 : 17.5% | 2.8% | 2.2% | -18.3% | 3.7% | 451 | -10.1 | -4.4% | -6.0% | -1.0%
O=C(Nc1ccc(Cl)cc1)Nc1nnc(Cc2ccc([N+](=O)[O-])cc2)s1
 : -91.7% | 2.1% | 12.4% | -6.7% | 0.3% | 696 | -0.6 | 12.0% | -2.3% | -1.3%
CC(C)NS(=O)(=O)c1ccc(OCC(=O)NCCC2=CCCCC2)cc1
 : 9.8% | 4.7% | 3.2% | -4.8% | 7.1% | 792 | 2.2 | -0.4% | -1.3% | 0.8%
CCOC(=O)c1cc2c(=O)n3ccccc3nc2n(C(C)C)c1=NC(=O)c1ccncc1
 : -25.9% | -0.7% | 8.0% | -1.6% | 23.1% | . | . | -221.8% | 0.7% | -1.2%
COc1ccc(-c2noc(C)c2-c2ccc3ccccc3n2)c(O)c1
 : 15.1% | 2.5% | 9.0% | -6.7% | 6.5% | . | . | 12.6% | -3.1% | -1.9%
CCOc1ccc(OCC(=O)Nc2ccc(S(N)(=O)=O)cc2)cc1
 : -4.3% | 15.6% | -17.2% | -1.0% | 2.7% | 689 | 32.9 | -4.7% | -6.4% | -0.3%

# High-throughput results deposited in PubChem by several laboratories.

# An excerpt; rates above refer to the full screens.
